# SDO1 yeast rescue = sdo1-depleted yeast growth rescue. S. cerevisiae sdo1-depleted JHY4D growth rescue, OD600 30 h; stronger effect = higher value; pdr5 snq2 efflux-pump mutant strain. z-score at 10 µM. 140,000 tested, 0.21% active;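 active = z-score above 3 at both the 24 hr and the 30 hr optical density reads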;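 note: z-score against mean and SD of all compound wells on the same plate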
# INS promoter inh = TRM-6 insulin promoter activity inhibition; TRM-6 cells (human fetal islet line), insulin promoter-eGFP reporter, imaging; reporter expression induced with tamoxifen; 130,000 tested, 0.9% active; inhibition, % at 2 µM; AID 1273;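 active = inhibition above the mean plus 3 SD, with well images judged a real hit on visual review, cut at about 60% in these data, passing the limit was not always enough; inconclusive = inhibition over the cutoff but images rejected on review; inactive = inhibition not above the cutoff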
# SDO1 yeast rescue Rescue 24 h = also measured in SDO1 yeast rescue; calls as there; z-score; S. cerevisiae sdo1-depleted JHY4D growth rescue, OD600; measured here: growth rescue at 24 h;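 0 is the plate mean of compound wells and units are plate SD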
# The depositor's hits bear a star; i = inactive; ? = inconclusive; / = not tested or not shown; [ ] = dose if it differs, or a comment. The list is partial (hit frequency here may not be typical).
SMILES,SDO1 yeast rescue,SDO1 yeast rescue Rescue 24 h,INS promoter inh
O=C(NC1CCCCC1)C(c1ccc2ncccc2c1)N(Cc1ccco1)C(=O)c1ccc2c(c1)OCCO2 (stereo not drawn),1.86,1.77,-20.0
O=C1C(CCS(=O)c2ccccc2)C(=O)N(c2ccccc2)N1c1ccccc1 (stereo not drawn),-0.95,-0.62,-195.2
CCOC(=O)c1c(C)[nH]c(C=O)c1Cc1cccc(Cl)c1,-1.4,-1,36.4
CCCCS(=O)(=O)CC(COc1ccccc1)OC(=O)c1ccccc1 (stereo not drawn),-0.79,-0.78,17.1
COc1cccc(CC(NC(C)=O)C(=O)NC2CCN(S(=O)(=O)c3ccc(C)cc3)CC2)c1OC (stereo not drawn),/,/,-12.5
Cc1cc(C)c(OCCNC(=O)c2ccccc2Sc2ccccc2C#N)c(C)c1,-0.51,-0.24,-42.9
Cc1ccc2c(c1C)NC(C(=O)O)C1CC=CC21 (stereo not drawn),-0.19,1.62,/
Cc1c(Cl)cccc1NC(=O)CCC(=O)NNC(=O)c1ccco1,1.07,-0.06,8.3
O=C(NCCCN1CCOCC1)c1ccc(Br)cc1Br,/,/,11.1
Cc1cc(C)cc(OCC(=O)Nc2ccccc2N2CCCCC2)c1,0.45,0.95,58.1
Cn1c(=O)[nH]c(=O)c2c1nc(CN1CCN(c3ccccc3F)CC1)n2CCCc1ccccc1,-0.89,-0.2,-25.0
CN(Cc1nc2ccccc2c(=O)[nH]1)Cc1nc2ccsc2c(=O)[nH]1,/,/,-22.2
Cc1ccc(S(=O)(=O)Nc2nc(C)c(NC(=O)OCCCl)s2)cc1,1.08,0.65,-16.7
Oc1ccc(-c2csc(Nc3cccnc3)n2)cc1,0.05,-0.31,11.1
Cc1cccc(NC(=O)CSc2ncnc3c2oc2ccccc23)c1,-2.26,-1.47,/
COc1ccc(-c2nc(CN3CCN(c4cc(C)nc(C)c4)CC3)c(C)o2)c2ccccc12,/,/,-25.0
COc1ccc(C)cc1N(C)C(=O)c1coc(=O)c2ccccc12,-0.02,-0.09,-18.9
CC(C)C[C@@H]1NC(=O)N(CCN2CCOCC2)C1=O,-0.07,-0.23,-2.8
CCOC(=O)c1c2ccc(OCC(=O)NN)cc2n2ccccc12,/,/,18.2
COc1ccc2cc3cc(C(=O)N4CCN(Cc5ccc6c(c5)OCO6)CC4)oc3nc2c1,-1.71,0.06,21.9
COc1cc(C2CC(=O)N3CN(c4ccccc4C)CSC3=C2C#N)cc(OC)c1OC (stereo not drawn),0.74,0.49,/
CCCCOc1ccccc1C1CC(=O)NC2=C1C(=O)CCC2 (stereo not drawn),-1.14,-1.13,-45.5
CCOC1(C(F)(F)F)NC(=O)N(Cc2ccc(OC)cc2)C1=O (stereo not drawn),0.37,1.09,/
COc1ccc(C(O)Cc2nc3ccccc3n2C)cc1OC (stereo not drawn),0.8,0.93,-50.0
O=C(Nc1cccc(F)c1)c1cccnc1NCCc1ccccc1,-1.09,-1.33,17.9

# Brought forward from above: 7 entries, then new ones.
SMILES,SDO1 yeast rescue,SDO1 yeast rescue Rescue 24 h,INS promoter inh
CCOC(=O)c1c2ccc(OCC(=O)NN)cc2n2ccccc12,/,/,18.2
COc1ccc2cc3cc(C(=O)N4CCN(Cc5ccc6c(c5)OCO6)CC4)oc3nc2c1,-1.71,0.06,21.9
COc1cc(C2CC(=O)N3CN(c4ccccc4C)CSC3=C2C#N)cc(OC)c1OC (stereo not drawn),0.74,0.49,/
CCCCOc1ccccc1C1CC(=O)NC2=C1C(=O)CCC2 (stereo not drawn),-1.14,-1.13,-45.5
CCOC1(C(F)(F)F)NC(=O)N(Cc2ccc(OC)cc2)C1=O (stereo not drawn),0.37,1.09,/
COc1ccc(C(O)Cc2nc3ccccc3n2C)cc1OC (stereo not drawn),0.8,0.93,-50.0
O=C(Nc1cccc(F)c1)c1cccnc1NCCc1ccccc1,-1.09,-1.33,17.9
Cc1ccc(C)c(-n2c(SCC(=O)NC(C(=O)O)C(C)C)nnc2-c2cccc(Cl)c2)c1 (stereo not drawn),/,/,-35.3
Cc1ccccc1Nc1cc(C(=O)NCc2ccco2)c2ccccc2n1,0.12,0.35,-66.7
C1=C(c2ccccc2)Nc2ccccc2N=C1c1ccccc1,-0.51,0.29,6.7
N=c1c2c3c(sc2ncn1Cc1ccccc1)CCCC3,0.84,1.01,21.6
Cc1cccc(NC(=O)c2c(C)cc(=O)oc2C)n1,-0.01,-0.73,/
O=C1Nc2ccccc2C12OC1CCCCC1O2 (stereo not drawn),0.12,-0.15,-3.7
O=C(COc1ccc2c(c1)CCC2)NCc1ccc(Cl)cc1,-0.44,-0.14,-27.0
Cc1cccc2cc(C#N)c(SCCN3CCCCC3)nc12,/,/,-52.6
CN(C)CCNC(=O)/C=C/c1cn(-c2ccccc2)nc1-c1cc2ccccc2oc1=O,/,/,-57.1
Fc1ccc(C2C3=C(Nc4ncnn42)c2ccccc2OC3c2ccncc2)cc1 (stereo not drawn),-0.97,-0.34,0.0
Cc1ccc2nc(N/N=C/c3ccccc3F)nc(-c3ccccc3)c2c1,-1.51,-2.13,/
CC1(C)C(=O)Nc2ccccc2N1C(=O)CSc1nc(-c2ccccc2)cs1,-0.07,0.41,-13.3
Cc1cc(C(=O)OCC(=O)Nc2ccc(F)cc2F)c(C)o1,-0.57,-0.91,/
CC1(C(=O)NC2CCCCCCC2)CCC(=O)N1CCN1CCOCC1 (stereo not drawn),0.09,-0.61,/
CCOC(=O)c1cnc2c(C)cccc2c1NCCc1ccc(OC)c(OC)c1,-1.57,-0.94,-7.1
COc1ccc(CC(=O)NC2CCN(CC(=O)Nc3ccc4c(c3)OCCO4)CC2)cc1OC,0.5,0.39,5.0
CC(=O)NC(Cc1ccccc1)C(=O)NC1CCN(C(=O)NC2CCCCC2)CC1 (stereo not drawn),1.43,1.19,-76.9
CC(C)c1c(O)nc(SCC(=O)N2CCOCC2)[nH]c1=O,1.38,1.29,2.9
CSc1ccccc1NC(=O)c1cc(CC(C)C)on1,-0.14,-0.05,/
Oc1ccccc1/C=N/n1cnn(Cc2ccccc2Cl)c1=S,1.15,3.16,-25.0
O=C(NCCc1nc2ccccc2[nH]1)/C(=C/c1ccco1)NC(=O)c1ccccc1Br,0.64,0.02,-71.4
Cc1ccc(NC2=C/C(=N/S(=O)(=O)c3cccs3)c3ccccc3C2=O)cc1,-1.63,-0.56,34.5
Cn1c(SCC(=O)Nc2cccc(F)c2)nc2c([nH]c3ccccc32)c1=O,/,/,36.8
O=C(Cc1cccs1)N(c1ccc(F)cc1)C1(C(=O)NC2CCCCC2)CCCC1,-0.45,-0.96,-14.8
COc1ccc2c(C)cc(SCC(=O)c3ccc4c(c3)OCO4)nc2c1,-0.04,0.23,-37.1

# Carrying on.
SMILES,SDO1 yeast rescue,SDO1 yeast rescue Rescue 24 h,INS promoter inh
Nc1ccc2nc(SCC(=O)Nc3ccc(N4CCOCC4)c(Cl)c3)sc2c1,-0.12,-0.08,-76.7
CC(C)CSc1nnc2c(n1)[nH]c1ccccc12,0.24,0.48,-23.3
O=C(c1cccs1)N1CCN(Cc2ccncc2)CC1,1.16,0.93,16.7
O=C(COc1ccccc1O)Nc1ccccc1Cl,-0.96,-0.37,28.6
Cc1cc(N=CC2=C(O)CC(C)(C)CC2=O)no1,0.55,0.45,26.7
C[n+]1ccc(/C=N/Nc2nc(Cl)c(C#N)c(Cl)c2Cl)cc1,/,/,36.6
COc1ccccc1CNC(=O)C(C)Sc1ccc(C)cc1 (stereo not drawn),/,/,-27.8
O=C1OC(c2ccccc2)=C/C1=C/N1CCCCC1,-0.04,0.05,/
Cc1cc(NC(=O)c2cc(-c3ccccc3C)nc3ccccc23)no1,-0.44,-0.08,22.6
CCCCCn1c(CN2CCN(C)CC2)nc2c1c(=O)n(C)c(=O)n2C,1.17,0.47,/
CNC(=O)COc1ccc(-c2nn(C)c(=O)c3ccccc23)cc1,0.73,0.88,-55.6
O=C(Cc1cccs1)N1CCCC(c2nc3c(nnn3Cc3ccccc3Cl)c(=O)[nH]2)C1 (stereo not drawn),-0.4,-1.51,/
COCCOCC(O)CN1CCN(c2ccc(C)cc2)CC1 (stereo not drawn),1.11,1.16,/
Cc1cc(C(F)(F)F)nn1Cc1ccc(C(=O)NCc2ccco2)o1,-0.41,-0.5,14.3
COc1ccccc1C1(CC(=O)O)CCOC(C(C)C)C1 (stereo not drawn),0.39,-0.01,-23.1
Cc1cc(Nc2cccc(F)c2)n2ncnc2n1,-0.03,0.33,-30.0
Cc1ccc2sc(-c3ccc(NC(=O)c4cc(-n5cnnc5)ccc4Cl)cc3)nc2c1,-0.65,0.73,4.2
CCS(=O)(=O)N1CCCC(C(=O)NCc2cccnc2)C1 (stereo not drawn),0.14,0.31,0.0
CCOc1cc(C(=O)N(C)Cc2cc3cc(OC)ccc3[nH]c2=O)cc(OCC)c1OCC,0.29,-0.18,-3.7
O=C(O)C1CCN(S(=O)(=O)c2ccc(Oc3ccccc3)cc2)CC1,0.18,0.32,-69.7
Cc1cc(C)c(NC(=O)c2ccc(CNS(=O)(=O)c3cc(C(F)(F)F)ccc3Cl)cc2)c(C)c1,-0.24,0.46,-11.1
Cc1cc(NCCN2CCOCC2)n2c(nc3ccccc32)c1C#N,-1.15,-0.45,54.5
CC1CN(C(=O)c2ccccc2)C(=Nc2cccc(S(=O)(=O)N(C)C)c2)S1 (stereo not drawn),-0.4,-1.47,/
CCc1cc2c(=O)c(-c3nc4ccccc4n3C)coc2c(CN2CCN(C)CC2)c1O,-0.61,-0.43,-20.7
O=C1COc2ccc(NC(=O)N3CCN(c4ccc(F)cc4)CC3)cc2N1,-0.44,-0.88,39.3

# Other entries follow:
SMILES,SDO1 yeast rescue,SDO1 yeast rescue Rescue 24 h,INS promoter inh
CCc1c(C)nc(SCC(=O)Nc2ccc(Br)cc2)[nH]c1=O,0.69,1.98,/
O=C(CC1c2ccccc2Oc2ccccc21)Nc1ccccc1C(F)(F)F,-0.31,0.66,/
COC(=O)c1scc(C)c1NC(=O)C1CCCCC1,0.48,0.78,-41.9
CCn1ncc([N+](=O)[O-])c1C(=O)N1CCCC1,1.11,0.38,39.1
COc1ccc(Cl)cc1NC(=S)Nc1cccnc1,/,/,23.5
Cc1cc(C(=O)O)ccc1-c1ccc(/C=C2\NC(=O)N(Cc3ccccc3Cl)C2=O)o1,/,/,35.0
Cc1ccc(C(C(=O)NC2CCCC2)N2CCCCC2)cc1 (stereo not drawn),0.03,-0.3,/
CCOc1ccc(CN2CCN(C(=O)c3ccccc3)CC2)cc1,-0.55,-0.99,14.3
CCOC(=O)c1sc2nc(-c3ccccc3)ccc2c1N,-0.23,0.76,26.7
O=S(=O)(c1ccc(Sc2nnc3ccccn23)nc1)N1CCOCC1,0.76,1.03,/
CCOc1ccc(C(=O)NCC(C)CN(C)C)cc1OCC (stereo not drawn),0.42,-0.07,-39.5
O=C(NC1=NCCS1)NC12CC3CC(CC(C3)C1)C2,-0.13,-0.52,2.6
O=C(/C=C/c1cccs1)NCc1ccccc1,/,/,41.7
Cc1ccc(S(=O)(=O)N2CCN(c3cc4c(cc3[N+](=O)[O-])n(C)c(=O)n4C)CC2)cc1,-1.13,-0.2,/
Cc1cc(N2CCCCC2)nc2ccccc12,/,/,33.3
O=C(O)c1c(-c2ccccc2)c2oc3ccccc3c2[nH]c1=O,0.31,-0.32,/
CCCCCOc1ccc(NC(=O)C(=O)NCCCn2ccnc2)cc1,0.23,-0.88,1.4
Cc1ccc(/C=C/C(=O)Nc2cc(C)on2)cc1,0.02,-0.17,?
CCOc1ccccc1C(=O)NCCCCCC(=O)O,0.62,-0.22,-63.6
O=C(N/N=C/c1cc(Br)ccc1O)C(c1ccncc1)N1CCOCC1 (stereo not drawn),0.15,-0.37,60.0
O=C(NNC(=S)Nc1ccc(OC(F)F)cc1)c1cc2c(s1)CCCC2,0.94,0.34,/
CCCC1=C(C(=O)OCC)C(c2ccncc2)n2ncnc2N1 (stereo not drawn),0.25,0.47,20.8
C(#Cc1ccccc1)C[N+]1(CC#Cc2cccc3ccccc23)CCCC1,0.33,0.05,-18.5
O=C(CSc1nc2[nH]ncc2c(=O)n1-c1ccccc1)N1CCCc2ccccc21,-0.09[7 µM],-1.19,/
CC(C)(Oc1ccc(Cl)cc1)C(=O)Nc1ncccn1,1.17,1.11,/

# Compound profiles (already shown). Values in the order: SDO1 yeast rescue	SDO1 yeast rescue Rescue 24 h	INS promoter inh
# Entry for O=C(N/N=C/c1cc(Br)ccc1O)C(c1ccncc1)N1CCOCC1 (stereo not drawn) → 0.15	-0.37	60.0
# Entry for CCc1c(C)nc(SCC(=O)Nc2ccc(Br)cc2)[nH]c1=O → 0.69	1.98	/

# The results go on.
SMILES,SDO1 yeast rescue,SDO1 yeast rescue Rescue 24 h,INS promoter inh
O=C(CO/N=C/c1ccc2c(c1)OCO2)Nc1cccc(Br)c1,-1.1,-1.27,6.7
CC(=O)c1cccc(N=C2C(=O)Nc3ccccc32)c1,0.09,0.04,50.0
O=C(Nc1ccc2c(c1)OCO2)c1ccc(N2CCCC2)c([N+](=O)[O-])c1,-0.1,-0.21,/
N#C/C(=C\C1=C(N2CCOCC2)C(=C\c2ccccc2)/CC1)C(=O)Nc1ccccc1F,0.41,2.72,i
COc1ccc(CCNC(=O)CCn2c(=O)oc3ccccc32)cc1OC,-0.4,-0.92,30.0
CCOc1cc(/C=N\Nc2nc(Nc3ccccc3)nc(N3CCOCC3)n2)ccc1OC(=O)c1ccco1,0.14,0.4,/
O=S(Cc1ccccc1)CC(O)(c1ccccc1)c1ccccc1 (stereo not drawn),-0.23,0.28,/
CCCOc1ccc(-c2nc(C#N)c(NCCCn3ccnc3)o2)cc1,1.41,1.11,-17.6
Cc1ccc(Cn2ccc(NC(=O)c3noc4c3CCCCC4)n2)cc1,-1.54,-1.54,/
COc1ccc(C(=O)Nc2ccc(N3CCN(C(=O)C(C)C)CC3)cc2)cc1[N+](=O)[O-],1.27,1.1,/

# Compound activity from PubChem.
